TGFb SMAD3 inh = qHTS for Inhibitors of TGF-b; AID 588855, 2011; 1.2% of 410,000 active; Potency, µM (titrated, usually from 46.1 µM), inactives show at the highest dose activity, negative = inhibition, hits mostly inhibitors; HepG2 CAGA-GFP TGF-b/SMAD3 reporter, GFP fluorescence, 18 h; TGF-beta stimulated, 500 pg/mL final; also: potency is read from the fitted curve at half-maximal effect; % is scaled to controls: 0 for no effect and ±100 for the full control effect; nearly all actives have a fitted effect of over 65% in size
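HEPG2 CAGA-GFP cells (1000/well, DMEM with 1% FBS) were pre-incubated 2 h at 37 degrees C, given compound by pin tool, then stimulated with TGF-beta at 500 pg/mL final for 18 h before per-cell GFP fluorescence imaging.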
MCF10A rerep = A quantitative high throughput screen for small molecules that induce DNA re-replication in MCF 10a normal breast cells; MCF 10A DNA re-replication, Hoechst nuclear intensity, 48 h; Potency, µM (series often up to 46.1 µM), for the others: top-dose activity, positive = re-replication, most hits filed as activators; 2.9% of 350,000 active; also: potency is read from the fitted curve at half-maximal effect; % of control where 0% means no effect; nearly all actives have a fitted effect of over 50% in size
ATXN2 expr inh = Primary qHTS for Inhibitors of ATXN expression. Potency, µM (highest dose often 57 µM), inactives show at the highest dose activity change, negative = inhibition, most hits filed as inhibitors. 0.72% of 360,000 active. HEK-293 ATXN2-luciferase reporter, luminescence, 24 h; also: potency is read from the fitted curve at half-maximal effect; % is scaled to controls: 0 for no effect and ±100 for the full control effect; nearly all actives have a fitted effect of over 55% in size
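ATXN2-luciferase reporter cells (luciferase flanked by upstream and downstream ATXN2 gene portions) were treated 24 h at 37 °C with compounds at up to 57 uM. SteadyGlo luminescence gave expression; GF-AFC fluorescence gave viability.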
HepG2 viability = qHTS for Inhibitors of TGF-b: Cytotox Counterscreen. HepG2 CAGA-GFP viability, ATP luminescence, 18 h. 0.76% of 410,000 active. Potency, µM (doses to about 46.1 µM), without a hit: at the highest dose activity change, negative = cytotoxicity, most hits filed as cytotoxic; also: potency is read from the fitted curve at half-maximal effect; some results filed as inactive show a strong effect at the top dose
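HepG2 CAGA-GFP cells (1000/well, DMEM with 1% FBS) received compound, then TGF-beta at 500 pg/mL final, and were incubated 18 hours at 37 degrees C. Viability was read by CellTiter-Glo luminescence. Media-only wells were set as complete cell-killing and DMSO as no toxicity.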
Nrf2 block = Nrf2 qHTS screen for inhibitors; A549 ARE-Fluc reporter, luciferase luminescence, 18-24 h; Potency, µM (series often up to 46 µM), inactives show top-dose activity change, negative = inhibition, hits mostly inhibitors; 2.1% of 360,000 active; also: potency is read from the fitted curve at half-maximal effect; % is scaled to controls: 0 for no effect and ±100 for the full control effect; nearly all actives have a fitted effect of over 60% in size
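Nrf2 activity is the BugLite luminescence, read 15 min after reagent at room temperature, following CellTiter-Fluor cytotoxicity readout (30 min, 37C). Compound titrations were applied for 18-24 h to 5000 A549 ARE_Fluc cells/well in 5% FBS OPTI-MEM.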
A549 tox = Nrf2 qHTS screen for inhibitors: counterscreen for cytotoxicity; A549 ARE-Fluc cells, CellTiter-Fluor viability, 18-24 h; Potency, µM (top dose mostly 46 µM), inactives show top-dose activity change, negative = cytotoxicity, hits mostly inhibitors; 0.16% of 390,000 active; also: potency is read from the fitted curve at half-maximal effect; % is scaled to controls: 0 for no effect and ±100 for the full control effect
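Cytotoxicity counterscreen: CellTiter-Fluor fluorescence was measured in A549 ARE_Fluc cells after 18-24 h of compound exposure in a concentration series. The subsequent BugLite luminescent read reports ARE-luciferase activity.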
Nrf2 activator = qHTS of Nrf2 Activators; AREc32 ARE-luciferase reporter (MCF7-derived line), luminescence, 24 h; Potency, µM (top dose mostly 46.1 µM), for the others: top-dose activation, usual class: activators; 0.31% of 410,000 active; also: potency is read from the fitted curve at half-maximal effect; % of control where 0% means no effect; nearly all actives have a fitted effect of over 65% in size
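ARE-driven firefly luciferase activity in AREc32 cells measured after a 24 hr compound exposure at 37 deg C, using Steady-Glo reagent and a 30 min room-temperature hold.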
IL-1B inflam inh = qHTS for Inhibitors of Inflammasome Signaling: IL-1-beta AlphaLISA Primary Screen; THP-1 LPS/ATP IL-1B secretion, AlphaLISA, 16 h; stronger effect = lower value; activity change, % at 57.5 µM; 4.7% of 360,000 active; AID 743279, 2014; in the data active = activity change below about -50%; inconclusive = mostly about -30% to -49%; also: % is scaled to controls: 0 for no effect and ±100 for the full control effect
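Secreted IL-1B measured by AlphaLISA bead assay after 16 h compound exposure of THP-1 cells; compounds (final up to 57.5 uM) added 1 h before LPS (250 ng/mL) and ATP (1.25 mM) stimulation; lower signal means less secretion.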
S2 tox = Viability Counterscreen for Primary qHTS for Inhibitors of ATXN expression | Potency, µM (titrated, usually from 56.7 µM), hits mostly cytotoxic | 0.49% of 400,000 active | AID 651635, 2014 | S2 cells (HEK-293 line with an ATXN2-luciferase reporter) viability, CellTiter-Fluor protease fluorescence, 24 h; also: potency is read from the fitted curve at half-maximal effect; nearly all actives have a fitted effect of over 40% in size
* = called active by the depositor; i = inactive; ? = inconclusive; . = no result given; & = joins results of further samples; [ ] = remark or other dose. Unless noted, calls follow the shape of the dose curve; as a rule, active = well fitted curve in the direction sought with a large enough effect; inconclusive = small, poorly fitted or top-dose-only effect, or another doubt; inactive = no such curve, though single readings can be large; an effect the other way counts as inactive or inconclusive.

SMILES	TGFb SMAD3 inh	MCF10A rerep	ATXN2 expr inh	HepG2 viability	Nrf2 block	A549 tox	Nrf2 activator	IL-1B inflam inh	S2 tox
Cn1c(CNC(=O)C2CCCCC2)cc2cc(Cl)ccc21	-13%	?	-13%	-16%	-4%	2%	-0.2%	16	?
O=C(O)c1c(F)c(F)c(F)c(F)c1-c1ccc(Cl)cc1	-10%	9%	?	2%	?	-5%	-0.7%	17	i
Cc1ccc(CNC(=O)[C@H](C)NC(=O)C2CCN(C(=O)[C@@H](N)CC(C)C)CC2)cc1	28%	-1%	2%	-10%	4%	-9%	-0.3%	-6	i
O=C(CSC1=NCCS1)Nc1cccc(F)c1	52%[activator]	?	13%	0%	-24%	0%	16%	-22	i
O=C(OCC(=O)N1CCCc2ccccc21)C1CCN(S(=O)(=O)c2cccs2)CC1	-5%	-12%	-4%	-4%	.	-2%	0.5%	0	i
CCN(CC)C(=O)Cn1cc(SCC(=O)NCc2ccco2)c2ccccc21	?	-4%	-30%	-49%	-11%	1%	-0.6%	-9	i
CC1(C(=O)NS(=O)(=O)c2ccccc2Cl)CCN1C(=O)Cc1ccc(Cl)cc1Cl (stereo not given)	-3%	.	6%	-4%	.	.	-0.5%	6	i
Cc1cccn2c(=O)c3cc(C(=O)NC(C)(C)C)n(C)c3nc12	-15%	.	.	-5%	?	11%	0.7%	.	.
O=C(N/N=C/c1ccccn1)c1cccs1	?	-6%	.	-3%	-16%	-2%	8.3%	73	i
CCCn1c(N)c(N(CCOC)C(=O)CCC2CCCCC2)c(=O)[nH]c1=O	-2%	-4%	-10%	13%	2%	2%	0.3%	12	?
CCC(CC)C(=O)N(C)c1c(C)nc2c(OCc3ccc(Cl)cc3)cccn12	?	.	0%	-30%	.	.	-0.2%	11	i
COC(C(=O)N/N=C/c1ccc(OCC(=O)N2CCOCC2)cc1)c1ccccc1 (stereo not given)	10%	6%	1%	-1%	-4%	-8%	0.2%	25	i
CCOc1ccc(OCC)c(NC(=O)C2CCN(S(=O)(=O)c3cccnc3)CC2)c1	0%	6%	-3%	-5%	-30%	2%	0.0%	1	i
O=C(Cn1[nH]c(=O)c2ccccc2c1=O)Nc1cccc(S(=O)(=O)N2CCCCCC2)c1	-9%	-1%	-24%	-6%	?	-10%	2.9%	85	i
COc1cccc(-c2cc(C(=O)Nc3cc(C)nn3-c3ccccc3)no2)c1	0%&-1%	15%	?	3%&-5%	7%&-13%	-2%&-4%	2.6%&0.3%	45	i

Quoted from the listing.
CCN(CC)C(=O)Cn1cc(SCC(=O)NCc2ccco2)c2ccccc21 in Nrf2 activator → -0.6%
CCC(CC)C(=O)N(C)c1c(C)nc2c(OCc3ccc(Cl)cc3)cccn12 in ATXN2 expr inh → 0%
CCOc1ccc(OCC)c(NC(=O)C2CCN(S(=O)(=O)c3cccnc3)CC2)c1 in TGFb SMAD3 inh → 0%
Cn1c(CNC(=O)C2CCCCC2)cc2cc(Cl)ccc21 in A549 tox → 2%

Next compounds.
SMILES	TGFb SMAD3 inh	MCF10A rerep	ATXN2 expr inh	HepG2 viability	Nrf2 block	A549 tox	Nrf2 activator	IL-1B inflam inh	S2 tox
COc1ccc(CCNC(=O)C(CC(C)C)NC(N)=O)cc1 (stereo not given)	-2%	2%	-9%	-17%	1%	6%	-0.2%	11	i
Cc1ccc(C(=O)OCC(=O)NNC(=O)c2ccccc2)c(O)c1	0%	-20%	34%[activator]	-8%	-4%	0%	-1.1%	3	i
COc1ccc(C(=O)N2CCCN(C)CC2)cc1S(=O)(=O)N1CCCc2ccccc21	-4%	6%	9%	-13%	30%	-1%	0.6%	-11	?
Cc1sc2nc(SCC(=O)C(C)(C)C)n(Cc3ccco3)c(=O)c2c1C	2%	5.8µM*	0%	-2%	?	-30%	-0.6%	20	?
O=C(N/N=C/c1cccc2ccccc12)c1cccc(F)c1	-10%	?	30%	-1%	2%	-7%	4.8%	-63*	i
CC(C)CN(C(=O)c1cc(Cl)nc2ccccc12)C1CCS(=O)(=O)C1 (stereo not given)	-8%	2%	-8%	-38%	9%	9%	-1.0%	5	i
O=S(=O)(c1ccc(N2CC=C(c3ccccc3)CC2)nc1)N1CCCC1	-16%	23µM*	?	-6%	?	-2%	-0.6%	-93*	i
CCc1ccc(-n2c(C)nnc2SCc2nc(-c3ccc(OC)cc3)no2)cc1	-24%	.	?	-41%	?	-7%	5.0%	.	?
O=Nc1ccc(NOC(=O)c2ccccc2)cc1	1%	0%	11%	-13%	10%	-12%	0.3%	-6	i
Cc1nc2ccc(Cl)cc2c(-c2ccccc2Cl)c1CC(=O)O	8%	?	-12%	-5%	8%	-3%	-0.2%	36	i
Cc1ccc(CNC(=O)c2ccc3c(c2)N(Cc2ccccc2)C(=O)c2ccccc2S3(=O)=O)cc1	.	.	.	3%	-1%	-11%	4.8%	.	.
O=C(NCCc1ccccc1)C(NS(=O)(=O)c1cccc2nsnc12)c1ccccc1 (stereo not given)	-5%	0%	-7%	-11%	3%	-1%	2.1%	-3	i
COc1ccc(C2SCCN2C(=S)Nc2cccc(C(F)(F)F)c2)cc1 (stereo not given)	-1%	-2%	7%	11%	6%	8%	0.1%	27	i
CCOC(=O)N1CCN(C(=O)/C(=C/c2ccc(Cl)cc2)NC(=O)c2ccccc2)CC1	-17%	1%	3%	-21%	?	0%	0.4%	12	i
COc1ccc(-c2csc(NC(=O)CS(=O)(=O)c3ccccc3)n2)cc1OC	-1%	.	.	-22%	.	.	-0.1%	?	i
CCn1ncc(/C=C/C(=O)Nc2c(C)nn(Cc3ccc(Cl)cc3Cl)c2C)c1C	-10%	4%	?	-10%	5.8µM*	?	8.1%	?	?
Cc1cccc(N2CCN(C(=O)CS(=O)(=O)Cc3nc(-c4ccccc4C)oc3C)CC2C)c1 (stereo not given)	11µM*	.	?	-34%	23µM*	-10%	0.2%	.	i
COc1ccc(N=C(C)C2=C(O)COC2=O)cc1	12%	8%	9%	1%	.	-10%	-0.2%	10	i
CCCc1cc(=O)oc2cc(OCC(=O)NC3CC(C)(C)NC(C)(C)C3)ccc12	12%	?	0%	-22%	4%	1%	-0.7%	-25	i
COC(=O)CCC(=O)Nc1ccc(Cl)c(Cl)c1	-6%	4%	-7%	-17%	1%	-7%	0.2%	-15	i
O=C(C1=NN[C@@H]2C(=O)N(c3cccc(C(F)(F)F)c3)C(=O)[C@H]12)c1ccc2ccccc2n1	?	0%	-21%	-20%	6%	-1%	6.8%	27	?
COc1cccc(NC(=O)CN2CCCCCC2)c1	-19%	17%	-3%	-34%	27%	17%	0.7%	0	i
Cc1ccc(NC(=O)/C(=C\c2ccccc2)NC(=O)c2ccco2)cc1	-1%	1%	-16%	12%	7%	3%	-0.2%	-5	i
CCC1=NN(C(=O)c2cccc(Br)c2)C(O)(c2ccc(Br)cc2)C1 (stereo not given)	8.9µM*	?	?	-35%	?	?	2.3%	138	?
O=C(CNC(=O)c1ccccn1)N/N=C/c1ccc2c(c1)OCO2	-18%	-9%	-20%[11.3 µM]	11%	?	-3%	0.7%	-6	i
O=C1/C(=C/c2cccc(Cl)c2)CSc2sccc21	11%	0%	-3%	-22%	-1%	1%	0.1%	-1	.
CC1CCN(C2=NC(=O)/C(=C/c3ccc(O)cc3)S2)CC1	-6%	0%	15%	4%	1%	0%	6.2%	-17	i
Cc1ccc(C)c(Nc2nn3c(=O)c4ccc(C(=O)NCc5cccs5)cc4nc3s2)c1	5µM*	.	.	6.3µM*	.	?	0.9%	.	.
CCC1=C(OC(=O)c2ccccc2)C(C)(C)C(c2ccccc2)OC1=O (stereo not given)	-4%	0%	-6%	16%	21%	4%	-0.3%	15	i
Cc1ccc(S(=O)(=O)N2CCC3(CC2)CC(=O)c2ccccc2O3)cc1	0%	1%	1%	3%	5%	-1%	-0.4%	-10	i

One compound at a time (already shown). Screens in order: TGFb SMAD3 inh | MCF10A rerep | ATXN2 expr inh | HepG2 viability | Nrf2 block | A549 tox | Nrf2 activator | IL-1B inflam inh | S2 tox
Cc1ccc(NC(=O)/C(=C\c2ccccc2)NC(=O)c2ccco2)cc1 reads -1% | 1% | -16% | 12% | 7% | 3% | -0.2% | -5 | i
CCC1=C(OC(=O)c2ccccc2)C(C)(C)C(c2ccccc2)OC1=O (stereo not given) reads -4% | 0% | -6% | 16% | 21% | 4% | -0.3% | 15 | i
CCC1=NN(C(=O)c2cccc(Br)c2)C(O)(c2ccc(Br)cc2)C1 (stereo not given) reads 8.9µM* | ? | ? | -35% | ? | ? | 2.3% | 138 | ?
COC(=O)CCC(=O)Nc1ccc(Cl)c(Cl)c1 reads -6% | 4% | -7% | -17% | 1% | -7% | 0.2% | -15 | i
Cc1cccc(N2CCN(C(=O)CS(=O)(=O)Cc3nc(-c4ccccc4C)oc3C)CC2C)c1 (stereo not given) reads 11µM* | . | ? | -34% | 23µM* | -10% | 0.2% | . | i
